Screens deposited in PubChem BioAssay by Emory University Molecular Libraries Screening Center.
14-3-3g Raf: modulators of 14-3-3 gamma protein binding, primary screen, biochemical, fluorescence polarization; actives 0.19% (n = 160,000); inhibition, % at 40 µM; FP, 14-3-3gamma / TMR-pS259-Raf peptide binding; AID 422, 2006; 14-3-3 protein gamma (Homo sapiens), P61981; in the data active = inhibition above about 30%;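 note: 0% = protein plus tracer without compound and 100% = blank with tracer alone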
Target sequence (P61981 whole entry, looked up): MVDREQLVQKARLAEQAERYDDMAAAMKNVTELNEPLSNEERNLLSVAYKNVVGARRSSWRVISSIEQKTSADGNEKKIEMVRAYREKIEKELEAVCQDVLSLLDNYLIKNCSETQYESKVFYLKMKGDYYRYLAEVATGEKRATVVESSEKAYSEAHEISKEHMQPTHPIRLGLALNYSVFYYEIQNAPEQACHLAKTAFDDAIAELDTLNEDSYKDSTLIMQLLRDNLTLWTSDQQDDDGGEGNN
Active calls of the source: *; & = joins results of further samples.

The opening 6 compounds, ahead of the listing:
14-3-3g Raf | canonical_smiles
-1 | COC(=O)C1C(=O)C2=C(CC1C)Nc1ccccc1NC2c1ccc2c(c1)OCO2 (stereo not drawn)
-27 | Cc1ccc(-c2csc3[nH]c(=S)n(-c4ccccc4)c(=O)c23)cc1C
-351 | COc1ccc(C2CC(c3ccc(OC)c(OC)c3)=NN2S(C)(=O)=O)cc1 (stereo not drawn)
8 | Cn1nc(-c2ccc(N3CCCCC3)c(NC(=O)COc3ccccc3)c2)c2ccccc2c1=O
8 | CCNC(=O)Nn1c(C)nnc1C
-1 | O=C(CC1=NC2(CCCC2)Cc2ccccc21)N1CCOCC1

This part in full, from the start:
14-3-3g Raf | canonical_smiles
-1 | COC(=O)C1C(=O)C2=C(CC1C)Nc1ccccc1NC2c1ccc2c(c1)OCO2 (stereo not drawn)
-27 | Cc1ccc(-c2csc3[nH]c(=S)n(-c4ccccc4)c(=O)c23)cc1C
-351 | COc1ccc(C2CC(c3ccc(OC)c(OC)c3)=NN2S(C)(=O)=O)cc1 (stereo not drawn)
8 | Cn1nc(-c2ccc(N3CCCCC3)c(NC(=O)COc3ccccc3)c2)c2ccccc2c1=O
8 | CCNC(=O)Nn1c(C)nnc1C
-1 | O=C(CC1=NC2(CCCC2)Cc2ccccc21)N1CCOCC1
-12 | Cn1nc(CC(=O)Nc2ccc3c(c2)OCO3)c2ccccc2c1=O
1 | O=C(CCc1ccccc1)Nc1ccc(-c2nc3cc4ccccc4cc3[nH]2)cc1
-43 | CCc1ccc(-c2csc(NC(=O)c3ccc(S(=O)(=O)N4CCCCC4)cc3)n2)cc1
5 | O=C(Nc1cc(C(=O)N2CCN(c3ccccc3Cl)CC2)ccc1N1CC2CC(C1)c1cccc(=O)n1C2)c1ccc(Br)o1 (stereo not drawn)
-1 | CCOc1ccc(OCC)c(NC(=O)CCn2c(=O)oc3ccccc32)c1
-4 | COCCn1c(SCC(=O)N2CCCCC2)nc2cccnc21
3 | CC(C)COC(=O)C1[C@H]2C(=O)N(Cc3cccs3)C[C@]23C=C[C@H]1O3 (stereo partly drawn)
-6 | Cc1ccc(CCNC(=O)Cn2cccc2)cc1
-8 | COc1ccc(C(F)(F)F)cc1NC(=O)c1cc2nc(-c3ccco3)cc(C(F)(F)Cl)n2n1
-2 | COC(=O)C1=CN(C(C)C)C=C(C(=O)OC)C1c1ccc(C)s1
-8 | CC(=O)c1c(C)[nH]c(C(=O)NCCCN2CCN(Cc3ccccc3)CC2)c1C
3 | C=CCOC(=O)c1[nH]c2c(c1C)C(=O)CC(c1cccs1)C2 (stereo not drawn)
-8 | Cc1ccc(S(=O)(=O)N2CCC(N3CCN(C)CC3)CC2)cc1
-16 | COc1ccc(N2C(=O)C3C(c4ccccc4Cl)OC4(C(=O)c5ccccc5C4=O)C3C2=O)cc1 (stereo not drawn)
-1 | CC(=O)c1ccc(NC(=O)c2cnn3c(C(F)(F)F)cc(-c4ccc(Br)cc4)nc23)cc1
-31 | CCOC(=O)c1sc2nc(-c3ccc(C)cc3)cc(-c3ccco3)c2c1N
3 | O=C1CC(c2cccc(O)c2)c2cc3c(cc2N1)OCO3 (stereo not drawn)
-1 | CCCCNC(=O)CSc1nc2cc3c(cc2c(=O)n1Cc1ccco1)OCO3
2 | O=C(c1cc2ccccc2o1)N1CCN(c2ccc([N+](=O)[O-])c(NCc3ccco3)c2)CC1
-5 | CN1CCN(Cc2nc3c(c(=O)[nH]c(=O)n3C)n2CCc2ccccc2)CC1
1 | O=C(NC(CO)C(=O)O)c1cncc(O)c1 (stereo not drawn)
-2 | COCCn1c(=O)[nH]c2cc(C(=O)NCc3cccnc3)ccc2c1=O
0 | C=CC(O)Cc1c(C)n[nH]c1C (stereo not drawn)
-10 | O=C(NC1CCCC1)c1cccn2c(=O)c3cc(Cl)ccc3nc12
0 | Cc1nnc2n1C(C)(C)Cc1ccccc1-2
-6 | CCOc1ccc2c(C)c(Cc3ccccc3)c(=O)oc2c1
-2 | Cc1ccc(NC(=O)CSC(N)=O)cc1Cl
-17 | Cn1c(CCNC(=O)c2ccccc2)nc2cc(NC(=O)c3ccco3)ccc21
-26 | CCC(=O)N1CCc2cc(S(=O)(=O)N(c3cccnc3)S(=O)(=O)c3ccc4c(c3)CCN4C(=O)CC)ccc21
-4 | Cn1cc(CC(=O)NCCCN2CCOCC2)c2ccccc21
-19 | COc1ccc(OC)c(-c2nnc(-c3ccc(C)o3)o2)c1
-13 | CC(NC(=O)C1CCC(Cn2c(=S)[nH]c3ccsc3c2=O)CC1)c1ccccc1 (stereo not drawn)
-6 | CCCCOc1ccc(C2C(=O)N(C3CCCCC3)CC(=O)N2Cc2ccccc2Cl)cc1 (stereo not drawn)
6 | COc1ccc(OC)c(NC(=O)c2sc3nc(C)nc(N4CCC(C)CC4)c3c2C)c1
-85 | Cc1cc2nc(Cc3sccc3C)c(=O)[nH]c2cc1C
-25 | Cc1nc(C)c(C(=O)Nc2ccccc2-c2ccccc2)o1
0 | Cc1ccc2cc(CCNC(=O)CC(C)(C)C)c(=O)[nH]c2c1C
0 | O=C(CN1CCOCC1)NCC1(c2ccccc2)CCCC1
-2 | O=C(Cn1c(=O)oc2cc(S(=O)(=O)N3CCCC3)ccc21)NCc1ccccn1
10 | CCC(C)OC(=O)C1=C(C)NC2=C(C(=O)CC(c3ccccc3)C2)C1c1cccc(OC)c1OC (stereo not drawn)
-2 | O=C(CSc1nnc(-c2ccc(Br)o2)n1Cc1ccccc1)c1ccccc1F
-2 | COc1cccc(-n2c(Cc3cc(=O)[nH]c(=O)[nH]3)nnc2SCC(=O)NC2CCCCC2)c1
-2 | CCOC(=O)CSc1nnc(-c2ccco2)n1-c1ccccc1
-7 | O=C(CNC(=O)Cn1cnc2ccccc2c1=O)NCc1ccco1

(next part)
14-3-3g Raf | canonical_smiles
-44 | COC(=O)C1=C(C)NC2=C(C(=O)c3ccccc32)C1c1ccccc1 (stereo not drawn)
-5 | CC(C)OCCCNc1ncnc2c1[nH]c1ccc(F)cc12
-1 | COc1ccc(C2N(c3ccccn3)C(=O)C3CCCN32)c(OC)c1 (stereo not drawn)
-1 | CC(C)Cc1nc(S(=O)(=O)c2ccc(Cl)cc2)c(N2CCOCC2)o1
-3 | COc1ccc2nc(N3CCC(C(=O)NCc4ccc(F)cc4)CC3)sc2c1
-7 | CC(=O)c1ccc(OCC(O)CN2CCN(c3ccc(F)cc3)CC2)cc1 (stereo not drawn)
-4 | CCOC(=O)N1CCC(NC(=O)c2ccc(CS(=O)(=O)c3ccccc3C)o2)CC1
5 | Cc1cc([N+](=O)[O-])nn1CCCC(=O)Nc1cc(Oc2ccc3c(c2)CCC3)cc([N+](=O)[O-])c1
-4 | CCOc1ccccc1NC(=O)CCN1CCN(S(=O)(=O)c2ccc(OC)cc2)CC1
-11 | CCOc1ccc(S(=O)(=O)N(CC(=O)NC2CC2)c2ccccc2)cc1
-7 | COc1cc(OC)cc(-n2nc(C(=O)N3CCN(c4ccccc4)CC3)c3ccccc3c2=O)c1
-4 | Cc1ccc(NC(=O)c2cc(S(=O)(=O)N3CCOCC3)ccc2F)cc1F
4 | CCOC(=O)Cn1nnnc1C(CC)N(Cc1cc2ccc(C)cc2[nH]c1=O)C1CCCC1 (stereo not drawn)
-18 | CCN1C=C(c2ccc3ccccc3n2)C(C[N+](=O)[O-])c2ccccc21 (stereo not drawn)
5 | CCc1ccccc1N(C)C(=O)Cc1c(C(=O)O)[nH]c2ccc(Cl)cc12
-2 | COc1nc(NS(=O)(=O)c2ccc(NC(C)=O)cc2)nc(C)c1Cl
-7 | Cc1cccc(-n2nnnc2SCC(=O)c2cc(C)n(Cc3ccco3)c2C)c1
-4 | COc1ccc(C)cc1NC(=O)CN(Cc1nnc(-c2ccc(Cl)cc2)o1)C1CCCC1
0 | O=C(NC1CCCC1)C(c1cc2c(cc1[N+](=O)[O-])OCO2)N1CCCC1 (stereo not drawn)
-6 | CCc1nnc(NC(=O)OCc2ccccc2)s1
-9 | CC(C)=C1C2C=CC1C1C(=O)N(c3ccc(C)c(C)c3)C(=O)C21 (stereo not drawn)
13 | Cc1ccc(C)c(C2=CSC3=NCCN23)c1
-6 | COc1cc(C2NC(C(=O)O)CS2)cc([N+](=O)[O-])c1O (stereo not drawn)
-15 | O=C(Nc1nc(-c2ccccc2)cs1)c1ccc(I)cc1
-5 | O=C(Oc1ccc2cccc(OC(=O)N3CCOCC3)c2c1)N1CCOCC1

An excerpt from above in order of number of heavy atoms, falling:
14-3-3g Raf | canonical_smiles
-26 | CCC(=O)N1CCc2cc(S(=O)(=O)N(c3cccnc3)S(=O)(=O)c3ccc4c(c3)CCN4C(=O)CC)ccc21
-1 | CCOc1ccc(OCC)c(NC(=O)CCn2c(=O)oc3ccccc32)c1
-27 | Cc1ccc(-c2csc3[nH]c(=S)n(-c4ccccc4)c(=O)c23)cc1C
13 | Cc1ccc(C)c(C2=CSC3=NCCN23)c1

Carrying on.
14-3-3g Raf | canonical_smiles
-4 | CCOC(=O)c1sc(NC(=O)c2ccco2)nc1C
-8 | CCOC(=O)c1c(NC(=O)CN2CCOCC2)sc2c1CCCC2
-1 | CCN(CC)CCCNC(=O)c1ccccc1C
-12 | Cc1sc2ncnc(SCC(=O)c3ccc(F)cc3)c2c1C
4 | O=C(CNCc1cccnc1)Nc1ccc(OC(F)(F)F)cc1
-4 | Cc1cc(C)cc(N2C(=O)CC(N3CCOCC3)C2=O)c1 (stereo not drawn)
0 | CCC(=O)N1c2ccccc2-c2nnc(SC)nc2OC1c1ccccc1Br (stereo not drawn)
-1 | O=C(COC(=O)c1ccc(N2C(=O)c3cccc([N+](=O)[O-])c3C2=O)cc1)c1ccc(Br)cc1
-6 | O=C1NC(c2ccccc2)C(C(=O)c2ccccc2)=C1Nc1ccc(Br)cc1 (stereo not drawn)
0 | CCOC(=O)c1c(-c2ccccc2)csc1NC(=O)c1nn(CC)cc1Br
-6 | O=C(O)c1ccc2cccc(O)c2n1
5 | Cn1c(NC(=O)c2ccco2)c(-c2ccccc2)c(=O)c2ccccc21
16 | COc1ccc(C(=O)Nc2ccc(-c3nc4ccccc4s3)cc2)cc1OC
-100 | COc1cc2ccccc2cc1C(=O)Nc1ccc2oc(-c3cccc(F)c3)nc2c1
-11 | Cn1c(=O)c2c(nc3n(CCC45CC6CC(CC(C6)C4)C5)c(-c4ccccc4)cn23)n(C)c1=O
4 | CCn1cc(S(=O)(=O)CC(=O)Nc2ccc(Br)cc2)c2ccccc21
-4 | CCOC(=O)c1c(NC(=O)CN2CC(C)OC(C)C2)sc2c1CCC(C)C2 (stereo not drawn)
-2 | Cc1ccc(NC(=O)Cc2nn(C)c(=O)c3ccccc23)cc1
-2 | CC(=O)N1CCc2cc(Br)cc(S(=O)(=O)NCCCN(C)C)c21
-8 | N#Cc1c(NC(=O)c2cc3nc(-c4ccc5c(c4)OCO5)cc(C(F)(F)F)n3n2)sc2c1CCCC2
12 | O=S(=O)(c1ccc2c(c1)OCCO2)N1CCN(Cc2ccc3c(c2)OCO3)CC1
-7 | COc1ccc(OC)c2[nH]c(=O)c(CCNC(=O)c3ccc(C(F)(F)F)cc3)cc12
-5 | O=C(O)C1CCCCC1C(=O)NCCCN1CCOCC1 (stereo not drawn)
5 | CC1=C(C(=O)Nc2nc3ccc(Br)cc3s2)C(c2ccc(F)cc2)C2=C(CC(C)(C)CC2=O)N1 (stereo not drawn)
-6&-5 | COC(=O)CNc1nc(-c2ccccc2F)nc2ccccc12
-1 | COc1ccc(S(=O)(=O)N2CCN(c3ccc(F)cc3)CC2)cc1[N+](=O)[O-]
4 | CN(C)CCSc1nnc(-c2ccccc2)o1
1 | COc1ccc(CCN2C(=O)CSC2c2ccc(F)cc2)cc1OC (stereo not drawn)
-1 | NC(=O)c1ccc(NC(=O)c2ccc([N+](=O)[O-])cc2)cc1
-5 | COc1ccc(OC)c(-n2c(SCC(N)=O)nnc2-c2c[nH]c3ccccc23)c1
4 | O=C(O)/C=C/c1cnc[nH]1
-1 | O=C(NC1CCCCC1)c1ccc(CS(=O)(=O)Cc2ccccc2Cl)o1
3 | Cc1ccc(Sc2nn[nH]n2)cc1
5 | CCCCN1C(=O)C(=O)/C(=C(/O)c2ccc(OC)cc2)C1c1ccc2c(c1)OCO2 (stereo not drawn)
-6&4 | Cc1cccnc1Nc1nc(-c2ccc(O)cc2O)cs1
-6 | Cc1cc(=O)oc2cc(OCC(=O)NC3CCCCC3)ccc12
-6 | CCN(CC)S(=O)(=O)N1CCC(C(=O)NC2CCCCC2)CC1
-77 | CSc1ccccc1NC(=O)c1cnccn1
-24 | CC(C)(C)C1CCc2c(sc(NC(=O)c3cc4n(n3)C(C(F)(F)F)CC(c3ccco3)N4)c2C(N)=O)C1 (stereo not drawn)
-1 | Nn1c(Nc2ccccc2)nc2sc3c(c2c1=O)CCC3
-12 | CCn1ncc(Br)c1C(=O)Nc1cc(C(=O)OC)ccc1C(=O)OC
-2 | CCC(CO)Nc1ncnc(N)c1[N+](=O)[O-] (stereo not drawn)
16 | CCOC(=O)C1=C(C)NC(=O)NC1c1ccc(OC)c([N+](=O)[O-])c1 (stereo not drawn)
1 | CC1CCc2c(sc3[nH]c(=S)[nH]c(=O)c23)C1 (stereo not drawn)
-8 | N#Cc1nc(Cc2cccc3ccccc23)oc1N1CCOCC1
12 | Cc1cc(C(=O)NCCC2=CCCCC2)c2ccccc2n1
2 | Cc1cc(C(=O)CSc2nnc(-c3ccncc3)n2-c2ccccc2)c(C)n1C
4 | O=C(CSc1nnc(-c2ccc(OC(F)F)cc2)o1)N1CCOCC1
0 | CCOc1ccc(-c2cc3nc(C4CCN(C(=O)OC(C)(C)C)CC4)c(C(=O)O)cn3n2)cc1
-18 | O=C1NC(c2ccc(-c3ccccc3[N+](=O)[O-])o2)C(C(=O)c2ccc(Cl)cc2)C(O)(C(F)(F)F)N1 (stereo not drawn)

(continued)
14-3-3g Raf | canonical_smiles
7 | O=C(c1cc2ccccc2oc1=O)N1CCCCCC1
-353 | O=C(NCc1ccco1)c1cc(Sc2ccc(F)cc2)nc2ccccc12
-10 | Cc1c(C(=O)N2CCN(c3ccccc3F)CC2)sc2ncn(CC(=O)N3CC(C)CC(C)C3)c(=O)c12 (stereo not drawn)
-6 | COc1cccc(N2C(=O)Nc3ccccc3C2(O)C(=O)NCc2ccccc2Cl)c1 (stereo not drawn)
-1 | O=C(NCCc1ccccc1F)C1CCCN1S(=O)(=O)c1ccc2ccccc2c1 (stereo not drawn)

A portion of the library. The share of hits here may be higher or lower than overall.
